# All columns: NCI-60 one-dose screen, growth in % after 48 h at 10 µM unless noted; 100 = growth as untreated, 0 = no growth, -100 = all killed.
# SN12C – SN12C renal cancer cells | 81,000 tested, 3.8% active
# TK-10 – TK-10 renal cancer cells | 81,000 tested, 3.9% active
# A498 – A498 renal cancer cells | 76,000 tested, 5.4% active | AID 1794774
# ACHN – ACHN renal cancer; 81,000 tested, 4.9% active
# UO-31 – UO-31 renal cancer; 81,000 tested, 5.2% active; AID 1794768
# 786-0 – 786-0 renal cancer cells; 81,000 tested, 5.1% active; AID 1794775
# RXF 393 – RXF 393 renal cancer cells; 77,000 tested, 6.9% active; AID 1794773
# U251 – U251 CNS tumor cells; 80,000 tested, 5.4% active; AID 1794753
# CAKI-1 – CAKI-1 renal cancer; 75,000 tested, 4.7% active; AID 1794772
# * hit, by the source's call; nt = not tested or not shown; & = joins results of further samples; [ ] = remark or other dose. The calls were made as follows: active = growth percent below 10; inactive = the rest. Not a hit list. Share with any hit: about 12%.
molecule	A498	UO-31	SN12C	ACHN	786-0	RXF 393	CAKI-1	U251	TK-10
CC[C@H](Nc1ncnc2nc[nH]c12)c1nc2cccc(C(=O)Nc3ncc(C(=O)NO)cn3)c2c(=O)n1-c1ccccc1	106	91	105	97	94	110	nt	105	90
N#Cc1c(-c2ccccc2Cl)c(C#N)c(=O)n(-c2cccc(C(F)(F)F)c2)c1N	76	81	99	96	100	115	91	93	101
COC(=O)/C(=C\c1c(C)[nH]c2ccccc12)S(=O)(=O)c1ccccc1	-3.2*	24	40	49	48	nt	27	26	47
O=C1/C(=C/c2ccccc2O)COc2ccc(-c3ccccc3)cc21	111	73	91	101	71	nt	99	99	151
COc1cc2cc(Sc3ccc(NC(=O)c4cccc(C(F)(F)F)c4)cc3)c(C)nc2cc1OC	114	70	100	104	109	110	104	101	nt
CC(C)=CCC[C@](C)(O)[C@H]1CC[C@]2(C)[C@@H]1CC[C@@H]1[C@@]3(C)C/C(=C/c4ccccn4)C(=O)C(C)(C)[C@@H]3CC[C@]12C	88	70	85	94	91	93	49	82	143
c1ccc(OC2CCCCC2N2CCOCC2)cc1 (stereo not drawn)	85	105	102	95	104	104	110	93	110
C=CCCCCCCCCC(=O)NS(=O)(=O)c1ccccc1	123	94	102	103	93	112	92	93	103
CC(=O)CC(=O)Nc1cccnc1	95	83	100	101	97	101	91	nt	108
CC1C=NNC1=O (stereo not drawn)	111	91	113	99	81	nt	nt	96	95
CCCCCCOC(=O)N1CCCCC1CCCC (stereo not drawn)	nt	92	110	115	99	117	99	105	116
c1ccc2c(-c3nc(N4CCOCC4)c4c5c(sc4n3)CCCCCC5)cccc2c1	102	101	99	100	103	96	99	91	116
CC(=O)Nc1c(C)cc(O)cc1C	117	88	106	99	98	110	nt	101	94
Clc1ccc2c(c1)N(CCCN1CCCC1)c1ccccc1S2	37	40	15	45	45	24	56	37	83
Fc1ccc(-c2nc(CSc3nc4ccccc4s3)no2)cc1	136	70	96	95	103	114	90	101	101
O=C(/C=C/C12c3ccccc3C(c3ccccc31)C1C(=O)NC(=O)C12)c1ccccn1 (stereo not drawn)	-3.1*	6.9*	17	1.3*	1.6*	-46*	17	-29*	7.7*
COc1cc2ncnc(Nc3ccc(OCc4cccc(F)c4)c(Cl)c3)c2cc1NC(=O)C1CCCC1	21	30	85	48	78	83	56	92	18
CCCOc1ccc(/C=N/Nc2cc(C)nc3ccc(Cl)cc23)cc1	nt	7.6*	-11*	23	-86*	-19*	74	-58*	102
CCCCCOC(=O)N1CCCCC1C (stereo not drawn)	110	93	107	123	109	119	98	102	106
O=C(Cc1ccccc1Nc1c(Cl)cccc1Cl)N/N=C/c1sc(=S)n(-c2cccc(C(F)(F)F)c2)c1O	nt	80	94	91	84	115	88	83	104
CCOC(=O)C1=C(C)n2nc(CC#N)c(C#N)c2NC1c1ccc([N+](=O)[O-])cc1 (stereo not drawn)	108	83	101	96	104	104	nt	98	109
CCOP(=O)(NCC(=O)Nc1nc(-c2cccc(NS(=O)(=O)c3cccc4c(N(C)C)cccc34)c2)cs1)OCC	69	74	80	72	80	89	71	68	76
COc1cc(C)cc(C(O)Cc2cccc(-c3ccc(N(C)C)nc3)n2)c1 (stereo not drawn)	87	83	100	105	98	104	90	92	99
COc1ccccc1Cn1cc(C#N)c(N)c1C(=O)c1ccc(C)cc1	76	87	98	101	105	97	89	112	103

# Exported with values under each structure: two of the compounds above.
# Each structure is followed by: A498, UO-31, SN12C, ACHN, 786-0, RXF 393, CAKI-1, U251, TK-10
CCOC(=O)C1=C(C)n2nc(CC#N)c(C#N)c2NC1c1ccc([N+](=O)[O-])cc1 (stereo not drawn)
    108, 83, 101, 96, 104, 104, nt, 98, 109
CCOP(=O)(NCC(=O)Nc1nc(-c2cccc(NS(=O)(=O)c3cccc4c(N(C)C)cccc34)c2)cs1)OCC
    69, 74, 80, 72, 80, 89, 71, 68, 76

# Remaining list, next part.
molecule	A498	UO-31	SN12C	ACHN	786-0	RXF 393	CAKI-1	U251	TK-10
C=C1[C@@H](C)[C@H]2[C@H](Cc3ccccc3)NC(=O)[C@]23OC(=O)/C=C/[C@H](OC(C)=O)CCC[C@@H](C)C/C=C/[C@H]3[C@@H]1OC(C)=O	nt	54	82	72	73	81	59	67	70
N[C@H](C(=O)O)[C@@H]1CC(Cl)=NO1	14[20 µM]	35[20 µM]	20[20 µM]	22[20 µM]	24[20 µM]	49[20 µM]	18[20 µM]	27[20 µM]	25[20 µM]
COc1cccc(C)c1C	87	80	108	111	97	111	87	105	112
c1n[nH]cc1-c1nc2ccc3cn[nH]c3c2c2c1CCCC2	94	61	74	73	110	45	39	88	104
CCCCC(=O)O[C@H]1CCC2C3CCc4cc(O)ccc4C3CC[C@@]21C (stereo partly drawn)	109	73	94	97	99	109	65	91	nt
CCCCCCCCCCCCCCCCCC1=NC(C)(C)CO1	118	85	101	102	92	90	91	98	111
Cc1cc(C)c2c(-n3nnc(C#N)c3N)nn(C)c2n1	82	83	93	98	nt	91	92	100	99
O=C(O)CCN1C(=O)/C(=C/c2cccs2)SC1=S	104	81	95	104	97	116	94	96	110
CCN(Cc1ccccc1)c1nc(N)nc2[nH]ncc12	91	90	95	93	105	128	86	96	108
CCCn1c(=O)c2c(nc(NCCc3ccc(O)c(O)c3)n2C)n(C)c1=O	94	88	98	100	94	107	100	127	102
O=S(=O)(c1ccc2c(c1)CCCN2)N1CCC[C@H]2CCCC[C@@H]21	122	73	103	96	87	nt	45	93	162
Cc1ccc(S(=O)(=O)N(C)Cc2ccccc2)cc1	63	87	89	100	102	nt	107	91	80
NC(=O)SCC(=O)Nc1cccc2ccccc12	137	83	130	111	93	129	124	109	114
CCOC(=O)Nc1ccc([N+](=O)[O-])cc1	95	89	110	115	92	107	97	98	95
Cc1ccc(C2=Nc3c(N)ncnc3NC(c3cccc(Nc4ccnc5cc(C(F)(F)F)ccc45)c3)C2)cc1 (stereo not drawn)	48	26	50	58	43	0.8*	21	31	65
CCOC(=O)C1CCC(=O)C(CC)=C1C (stereo not drawn)	115	95	107	108	105	121	103	109	111
CCCn1c(=O)c2[nH]c(-c3ccc(OCc4nc5ccccc5[nH]4)cc3)nc2n(CCC)c1=O	-11*	36	2.8*	32	-48*	nt	39	2.9*	17
NCCCN	114	93	101	103	104	115	98	96	107
CC(C)NC[C@H](O)COc1cccc2ccccc12	113	96	107	85	98	114	98	103	103
CCCc1cc2c(cc1Br)OCO2	99	95	97	105	89	nt	104	100	100
OCC1COC(c2ccccc2)=N1 (stereo not drawn)	102	93	110	109	nt	111	101	nt	100
CC(C)Sc1nc(Nc2ccccc2)c(C#N)c(-c2ccccc2)n1	83	83	92	96	102	81	77	100	155
S=c1cc(-c2ccccc2)ss1	99	105	96	97	104	117	112	100	109
COc1ccc2c(ccn2C(=O)N2c3ccccc3Sc3ccccc32)c1	-8.0*	55	47	49	50	12	31	27	65
Cn1c(SCC(=O)N/N=C/c2ccc(C(F)(F)F)cc2)nc2ccccc2c1=O	56	80	86	85	91	83	75	89	109
COc1ccc(C(O)c2cc3c(N)c(C(=O)Nc4ccccc4)sc3nc2C)cc1 (stereo not drawn)	-21*	19	22	26	29	nt	15	5.4*	44
O=C(O)CC(C(=O)O)=C(c1ccccc1)c1ccccc1	92	84	110	104	96	114	96	nt	99
COc1ccc(Cn2cc(C(=O)N=Nc3c(O)[nH]c4c(F)cccc34)nn2)cc1	113	77	95	86	101	86	84	95	96
COc1ccc(CCNC(=O)c2ccc(Cl)cc2)cc1OC	103	96	107	109	114	141	108	103	125
COc1cccc(C(=O)Nc2cccc(-c3cn(-c4ccc(S(N)(=O)=O)cc4)nn3)c2)c1	140	87	111	109	111	nt	97	88	127
C=C1C(=O)O[C@H]2[C@H]1CC/C(COC(=O)/C=C\C(=O)NCc1ccc(Cn3c(=O)sn(CCCl)c3=O)cc1)=C\CC[C@@]1(C)O[C@@H]21	132	80	90	44	83	56	48	89	61
COc1cc2nc(Cl)nc(Nc3cccc(C4=NN(C=O)C(c5ccc(Br)cc5)C4)c3)c2cc1OC (stereo not drawn)	87	84	96	101	92	99	83	91	121
Cc1nn(-c2ccccc2)c2c1C1C(=C(c3cccs3)N2)C(=O)N(Cc2ccccc2)c2ccccc21 (stereo not drawn)	75	91	93	104	97	87	85	94	116
c1ccc2c(c1)C[C@@H]1OC(C3(C4=N[C@@H]5c6ccccc6C[C@@H]5O4)CC3)=N[C@H]21	80	89	97	98	105	107	86	97	107
C=CCn1c2c(c3ccccc31)CC1CN(c3ccc(C)cc3)C(=O)C1C2C(=O)O (stereo not drawn)	97	91	96	97	nt	114	101	97	120
O=S(=O)(Oc1ccc(-c2cn3ccoc3n2)cc1)c1cccc(C(F)(F)F)c1	89	93	96	102	100	98	87	101	85
CC(C)CCC[C@@H](C)[C@H]1CC[C@H]2[C@@H]3CC=C4c5sc(Nc6ccccc6[N+](=O)[O-])nc5CC[C@]4(C)[C@H]3CC[C@]12C	102	90	95	101	99	108	90	101	95
CCCCCCNC(=O)Oc1ccc(/C(=C(/C)Cc2ccc(OC)cc2)c2ccc(OCCCN(C)C)cc2)cc1	97	0.9*	46	37	45	31	44	-47*	51
Cc1cc(C)c(NC(=O)c2sc3nc4c(cc3c2N)CCCCCC4)c(C)c1	20	67	68	72	49	66	nt	35	74
Nc1nc2[nH]c(=S)[nH]c2c(=O)[nH]1	126	79	95	97	98	115	87	91	114

# 4 compounds drawn at random from those above:
molecule	A498	UO-31	SN12C	ACHN	786-0	RXF 393	CAKI-1	U251	TK-10
COc1cc2ncnc(Nc3ccc(OCc4cccc(F)c4)c(Cl)c3)c2cc1NC(=O)C1CCCC1	21	30	85	48	78	83	56	92	18
Fc1ccc(-c2nc(CSc3nc4ccccc4s3)no2)cc1	136	70	96	95	103	114	90	101	101
O=C(Cc1ccccc1Nc1c(Cl)cccc1Cl)N/N=C/c1sc(=S)n(-c2cccc(C(F)(F)F)c2)c1O	nt	80	94	91	84	115	88	83	104
CCCCC(=O)O[C@H]1CCC2C3CCc4cc(O)ccc4C3CC[C@@]21C (stereo partly drawn)	109	73	94	97	99	109	65	91	nt

# Next section:
molecule	A498	UO-31	SN12C	ACHN	786-0	RXF 393	CAKI-1	U251	TK-10
CCOC(=O)c1c2ncccc2n2c(=O)n(-c3cccc(Cl)c3)nnc12	100	62	94	69	79	151	54	89	146
COc1cnc2c(c1)C(=O)c1c-2n(CCCNCCO)c(=O)c2cc(F)ccc12	121	92	107	111	106	nt	102	113	99
Cc1ccc(N(C(=O)C2CC2c2ccc(F)c(F)c2)C(C(=O)NCCN2CCOCC2)c2ccc(Br)cc2)cc1 (stereo not drawn)	nt	93	98	103	92	107	96	92	100
CC1=N/C(=C\c2ccc(F)cc2)C(=O)N1CCc1ccc(S(=O)(=O)NC(=S)NCc2ccccc2)cc1	137	72	77	64	61	28	53	62	90
Oc1ccc(Cc2nccc3cc(O)c(O)cc23)cc1O	96	80	99	88	102	92	84	96	149
CCc1nnc(Nc2ccc(Br)cc2)o1	77	87	106	108	88	98	96	97	nt
CC(=O)CC(=O)OC1CCCCC1	139	88	95	93	93	102	96	93	116
CCOC(=O)C/C(=N\Nc1cc(=O)n(C)c2ccccc12)C(=O)OCC	119	90	105	105	104	102	90	99	123
COc1cc(-c2nc3ccc(-c4nnc(SCc5ccccc5)o4)cc3[nH]2)cc(OC)c1OC	135	82	91	76	67	nt	90	85	93
CCOC(=O)c1cc(-c2ccc(F)cc2)n(-c2ccc(C(=O)O)c(O)c2)c1C	100	87	92	83	80	57	78	82	114
N#Cc1c(-c2cc(=O)oc3ccc(Cl)cc23)cc(-c2cc3ccccc3oc2=O)nc1N	93	57	89	93	92	98	80	98	94
N=C(N)SCCSC(=N)N	106	98	110	103	98	111	102	121	100
CCCN1CCc2cc(OC)c(OC)cc2C1Cc1ccc(OC)c(OC)c1 (stereo not drawn)	104	80	97	110	103	118	110	110	101
c1ccc(CCc2ccccc2)cc1	102&113	99&75	99&108	102&102	108&95	113&120	104	104&109	104&125
N=C(N)c1ccc(-c2cccs2)cn1	80	67	85	94	97	nt	31	95	121
CC(=O)Nc1cccc(Nc2nc(N[C@H](C)c3ccccc3)c3ccccc3n2)c1	23	41	54	78	55	-5.8*	36	74	68
COc1ccc(C(=O)C(O)c2ccccc2)cc1 (stereo not drawn)	95	82	112	104	105	111	91	97	100
CS(=O)(=O)Nc1cccc(C(=O)NCc2ccc(N3CCOCC3)cc2)c1	94	93	107	115	101	nt	101	107	93
O=C(COc1ccc(Cl)cc1)Nc1cc(Cl)ccc1Cl	135	64	93	98	109	97	96	93	108
O=c1nc(N2CCOCC2)oc2c(-c3ccsc3)cccc12	63	77	91	98	88	86	nt	91	nt
CCSC(=O)c1ccc([N+](=O)[O-])o1	100	99	109	99	95	109	nt	93	85
NCCCNC1CCCCC1	105	94	106	110	nt	115	107	103	105
CC(C)c1cc(C(C)C)c(S(=O)(=O)Oc2ccc(NC(=O)C3CCCCCCC3)cc2)c(C(C)C)c1	91	81	76	90	80	90	64	68	87
CC(=O)Oc1cc2c(cc1OC(C)=O)C(=O)CCCC2	99	97	100	107	102	90	100	98	107
CCOc1ccc2nc(SCc3nc4n(n3)S(=O)(=O)c3ccccc3N4C)sc2c1	-26*	-46*	22	4.8*	-33*	7.2*	-40*	16	-8.0*
O=C1CCCc2cc3c(ccc4ccccc43)cc21	65	76	91	100	89	104	89	92	93
CC(C)Sc1nc(NNC(N)=S)c(C#N)c(-c2ccc(F)cc2)n1	62	80	96	94	91	101	89	95	96
Cc1cc(=O)[nH]c(=O)n1Cc1cn(-c2cc3ccccc3oc2=O)nn1	106	85	95	99	102	113	94	101	114

# Screening data deposited in PubChem by NCI.
